# Assay outcomes from PubChem.
# EPAC2 antagonist = antagonists of human EPAC2. Q8WZA2. EPAC2 GEF exchange of Rap1B-BODIPY-GDP, fluorescence. Potency, µM (titrated, usually from 114 µM), without a hit: top-dose activity, negative = inhibition, hits mostly inhibitors. 360,000 tested, 0.18% active. AID 720708; also: potency is read from the fitted curve at half-maximal effect; % is scaled to controls: 0 for no effect and ±100 for the full control effect; nearly all actives have a fitted effect of over 45% in size; many of its hits are not listed in these tables
# PI5P4Ka inh = PI5P4K alpha (human) kinase inhibition; P48426; PI5P4Kalpha enzyme, ADP-Glo luminescence, 60 min; hits give low values; max response, %; 330,000 tested, 1.2% active; AID 652105; active = max response of -50% or lower; inconclusive = between -30% and -50%; inactive = -30% or higher; also: value at the top dose of about 77 µM; % is scaled to controls: 0 for no effect and ±100 for the full control effect
# Target sequence (P48426 whole entry, looked up): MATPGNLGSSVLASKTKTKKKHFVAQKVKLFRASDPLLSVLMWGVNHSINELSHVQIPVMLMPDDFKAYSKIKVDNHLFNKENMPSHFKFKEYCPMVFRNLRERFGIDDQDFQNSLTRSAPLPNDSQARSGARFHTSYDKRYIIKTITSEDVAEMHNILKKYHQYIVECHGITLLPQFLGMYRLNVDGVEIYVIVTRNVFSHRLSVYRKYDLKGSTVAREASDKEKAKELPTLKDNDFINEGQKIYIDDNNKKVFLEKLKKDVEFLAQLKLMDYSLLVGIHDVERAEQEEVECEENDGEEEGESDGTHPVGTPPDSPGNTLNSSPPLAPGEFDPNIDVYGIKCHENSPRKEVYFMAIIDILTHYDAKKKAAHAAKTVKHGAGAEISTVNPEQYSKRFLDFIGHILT
#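 Single end-point luminescence (ADP-Glo) quantified ADP from PI5P4Kalpha turnover; ATP 5 microM final, 1 h at RT, 0.1% CHAPS and 0.28 mM EGTA in HEPES pH 7.4.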
# PLK1 PBD inh = blocks phosphopeptide binding to human PLK1 polo-box domain; P53350; AID 720504; 360,000 tested, 2.8% active; Plk1 PBD binding of FITC phosphopeptide, fluorescence polarization; Potency, µM, inactives show max response, negative = inhibition, usual class: inhibitors; also: potency is read from the fitted curve at half-maximal effect; series mostly up to about 57 µM; % is scaled to controls: 0 for no effect and ±100 for the full control effect; nearly all actives have a fitted effect of over 65% in size
# Target sequence (P53350 whole entry, looked up, the tested form may be a part): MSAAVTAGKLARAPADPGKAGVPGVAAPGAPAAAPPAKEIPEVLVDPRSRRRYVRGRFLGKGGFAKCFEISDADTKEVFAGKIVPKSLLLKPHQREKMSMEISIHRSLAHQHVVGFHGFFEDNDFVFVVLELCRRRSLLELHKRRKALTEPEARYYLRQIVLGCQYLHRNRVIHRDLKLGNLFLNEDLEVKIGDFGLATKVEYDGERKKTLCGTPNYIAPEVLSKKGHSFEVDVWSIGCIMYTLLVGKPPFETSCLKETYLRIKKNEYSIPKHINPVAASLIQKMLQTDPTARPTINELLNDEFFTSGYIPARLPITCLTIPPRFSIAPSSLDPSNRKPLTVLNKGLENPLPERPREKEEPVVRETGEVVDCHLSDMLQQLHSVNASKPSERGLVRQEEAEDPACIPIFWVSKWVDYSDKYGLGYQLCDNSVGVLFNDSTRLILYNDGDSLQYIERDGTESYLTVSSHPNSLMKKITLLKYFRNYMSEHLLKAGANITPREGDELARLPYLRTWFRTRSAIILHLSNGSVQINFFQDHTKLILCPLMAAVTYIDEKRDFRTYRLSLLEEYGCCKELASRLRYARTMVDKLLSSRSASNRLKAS
# Mm-Cpn inhibitor = blocks the Methanococcus maripaludis chaperonin Mm-Cpn | purified Mm-Cpn ATPase, ADP Transcreener TR-FRET | Potency, µM (series often up to 76.9 µM), for the others: at the top dose activity, negative = inhibition, actives largely listed as inhibitors | 330,000 tested, 0.031% active | AID 504842; also: potency is read from the fitted curve at half-maximal effect; % is scaled to controls: 0 for no effect and ±100 for the full control effect; nearly all actives have a fitted effect of over 80% in size
#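 TR-FRET (320 nm excitation; 590 and 665 nm emission) reports ADP made from 10 uM ATP by 25 nM enzyme; compounds were preincubated 10 min, reaction run 30 min, both at 37°C.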
# WRN inhibitor = inhibitors of human WRN helicase; Q14191; WRN helicase unwinding, fluorescent forked duplex, kinetic; Potency, µM (doses to about 114 µM), without a hit: top-dose activity change, negative = inhibition, hits mostly inhibitors; 360,000 tested, 0.46% active; also: potency is read from the fitted curve at half-maximal effect; % is scaled to controls: 0 for no effect and ±100 for the full control effect; nearly all actives have a fitted effect of over 55% in size
#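 Primary qHTS, 1536-well format. 20 nM WRN + compound, 15 min RT; start with 100 nM forked fluorophore/quencher duplex, 2 mM ATP (final); kinetic read ex 525/em 598 nm.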
# EPAC1 ag = agonists of human EPAC1. Potency, µM (doses to about 154 µM), inactives show at the highest dose activation, most hits filed as activators. AID 720707. EPAC1 agonist qHTS, biochemical assay; response scale: 100% = response to 6.5 mM cAMP. O95398. 360,000 tested, 0.073% active; also: potency is read from the fitted curve at half-maximal effect; nearly all actives have a fitted effect of over 60% in size
#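 Nucleotide exchange by EPAC1 (100 nM) on Rap1B–BODIPY-GDP (250 nM) in the presence of 50 uM GDP is tracked fluorescently at 480/540 nm over 30 min. Signals are normalized to a 6.5 mM cAMP control.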
# CCT chaperon mod = changes cytosolic chaperonin activity; activity change, % (concentration not given with the values), hits read low; AID 651819; purified chaperonin ATPase assay, HTRF ADP detection, 30 min; 360,000 tested, 0.3% active; in the data active = activity change below about -30%; also: % is scaled to controls: 0 for no effect and ±100 for the full control effect
#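 ATPase activity: ADP formed was measured by HTRF Transcreener (665/615 nm ratio) after 30 min at 37 deg C with 10 uM ATP. Compounds screened at one 76 uM concentration against 40 or 20 nM TRiC in Tris pH 7.4/KCl/MgCl2/DTT buffer.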
# EPAC1 antagonist = antagonists of human EPAC1 | 360,000 tested, 0.14% active | AID 720709 | Potency, µM (doses to about 115 µM), for the others: top-dose activity change, negative = inhibition, usual class: inhibitors | EPAC1 GEF assay, Rap1b-BODIPY-GDP exchange fluorescence;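 also: potency is read from the fitted curve at half-maximal effect; plate controls were vehicle for no effect and positive control for full effect; nearly all actives have a fitted effect of over 50% in size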
# * marks the source's active call; other numbers are inactive results; ? = inconclusive; . = not tested or not shown; & = joins results of further samples; [ ] = remark or other dose. Unless noted, calls follow the shape of the dose curve; as a rule, active = well fitted curve in the direction sought with a large enough effect; inconclusive = small, poorly fitted or top-dose-only effect, or another doubt; inactive = no such curve, though single readings can be large; an effect the other way counts as inactive or inconclusive. This is a subset; the hit share may differ from the screen's.
1: COC(=O)c1sccc1-n1cccc1C(=O)NCc1ccccc1
2: CN(C)/C=C/C(=O)c1ccc(Oc2ncccn2)cc1
3: COc1ccc(NC(=O)c2c(C(F)(F)F)nn(C)c2SCc2ccccc2)cc1
4: Cc1c(CCC(=O)O)c(=O)oc2cc(OCc3cccc(F)c3)ccc12
5: COC(=O)c1ccc(C(=O)OC)c(NC(=O)CSc2cccc[n+]2[O-])c1
6: COc1ccc(NC(=O)CN2C(=O)NC(c3ccccc3)(c3ccccc3)C2=O)cc1
7: O=C1N[C@@H](Cc2cn(S(=O)(=O)c3ccc([N+](=O)[O-])cc3)c3ccccc23)C(=O)N[C@H]1Cc1ccccc1
8: CCOC(=O)C(Sc1nnc(-c2ccncc2)o1)C(C)=O (stereo not drawn)
compound no.	1	2	3	4	5	6	7	8
EPAC2 antagonist	12.6%	-0.4%	-6.8%	-8.5%	2.7%	-12.8%	-3.4%	-5.7%
PI5P4Ka inh	6.7	-8.8	2.3	1.6	?	-1.5	-3.8	.
PLK1 PBD inh	-28.9%	-5.2%	-3.3%	-13.2%	23.8µM*	-9.3%	-16.3%	-10.2%
Mm-Cpn inhibitor	0.0%	2.8%	-2.4%	-2.7%	0.5%	2.4%	.	-1.1%
WRN inhibitor	5.2%	-0.8%	-20.6%	-14.0%	9.9%	?	-1.4%	8.7%
EPAC1 ag	-1.0%	3.8%	16.5%	3.5%	-11.0%	7.9%	1.1%	9.9%
CCT chaperon mod	-1.3	0.7	-0.2	0.6	1.0	-0.3	1.3	-0.8
EPAC1 antagonist	-7.5%	-15.1%	-3.1%	-1.6%	-2.0%	?	-11.4%	-1.8%

9: O=C(Cc1cc(=O)[nH][nH]1)N/N=C/C=C/c1ccccc1
10: COCCCN1C(=O)C(O)=C(C(C)=O)C1c1ccccn1 (stereo not drawn)
11: CCCNC(=O)N1CCN(C(c2ccccc2)c2ccccc2)CC1
12: COc1ccc(NC(=O)C(=O)NCC(c2ccco2)N2CCc3ccccc3C2)cc1OC (stereo not drawn)
13: Cc1nc(SCC(=O)Nc2c(C)n(C)n(-c3ccccc3)c2=O)nc(C)c1C
14: Cn1ccnc1C(=O)c1ccc(NN)c([N+](=O)[O-])c1
15: CO/N=C/NC(=O)c1c(OC)ccnc1Oc1ccc(F)cc1
16: CC[C@@]1(C(=O)OC)N[C@H](CN(C)C(=O)Nc2ccc(C(F)(F)F)cc2)[C@@H]2C(=O)N(Cc3ccccc3)C(=O)[C@@H]21
compound no.	9	10	11	12	13	14	15	16
EPAC2 antagonist	5.9%[57.1 µM]	-3.5%	-12.0%	-3.2%	-4.7%	-4.3%	-8.9%	6.6%
PI5P4Ka inh	-60.5*	-2.0	7.7	0.7	-3.9	-5.3	.	8.7
PLK1 PBD inh	?	-1.4%	-3.7%	-1.1%	-8.2%	-15.5%	-1.5%	0.9%
Mm-Cpn inhibitor	-1.3%&-3.1%	-0.2%	0.6%	-0.5%	-0.4%	-8.2%	-3.2%	-28.7%
WRN inhibitor	?	-4.6%	5.9%	1.0%	10.1%	-1.7%	-14.4%	4.2%
EPAC1 ag	1.2%	5.5%	5.5%	8.9%	10.4%	6.9%	-3.0%	-12.2%
CCT chaperon mod	-3.8	1.3	-0.5	-3.8	-1.1	0.3	-1.6	-0.6
EPAC1 antagonist	?	-0.3%	-14.6%	-11.4%	-1.5%	-11.3%	-13.3%	-8.6%

17: Cc1cc(C)c(C#N)c(N2CCCC(C(N)=O)C2)n1 (stereo not drawn)
18: COc1ccc(C(=O)NC2c3ccccc3-c3ccccc32)cc1
19: O=C(c1ccco1)N1CCN(c2ncnc3c(-c4ccccc4)nsc23)CC1
20: CC(C)OCCCn1c(SC(C)C(=O)NC2CC2)nc2ccccc2c1=O (stereo not drawn)
21: O=C(NCc1ccccc1)C1Nc2ccc(OC(F)(F)F)cc2C2C=CCC12 (stereo not drawn)
22: COc1ccc(Cc2nnc(NC(=O)c3ccccc3F)s2)cc1OC
23: Cn1ncc(N=Cc2ccccc2[N+](=O)[O-])c1C(N)=O
24: COc1ccc(CN2C[C@@H](CO)O[C@@H](n3cnc4c(NCc5ccncc5)ncnc43)C2)cc1
compound no.	17	18	19	20	21	22	23	24
EPAC2 antagonist	12.7%	19.4%	1.1%	-17.1%	-9.9%	-1.3%	-3.1%	3.4%
PI5P4Ka inh	0.6	2.4	.	0.1	?	-8.6	-5.8	-1.8
PLK1 PBD inh	0.9%	3.2%	-13.6%	-9.1%	-9.2%	-13.6%	-1.7%	1.6%
Mm-Cpn inhibitor	0.1%	-1.2%	-0.5%	1.5%	.	-0.6%	2.3%	.
WRN inhibitor	0.0%	3.8%	-7.8%	-12.5%	0.9%	-0.6%	-21.8%	-1.1%
EPAC1 ag	0.7%	3.1%	10.1%	8.4%	-1.8%	9.3%	6.7%	6.9%
CCT chaperon mod	0.9	1.0	0.2	-5.4	-2.0	-3.9	-3.3	0.2
EPAC1 antagonist	-4.3%	-8.3%	3.5%	-8.5%	0.0%	4.3%	4.0%	0.4%

# Profiles, looked up by structure. Screens in order: EPAC2 antagonist, PI5P4Ka inh, PLK1 PBD inh, Mm-Cpn inhibitor, WRN inhibitor, EPAC1 ag, CCT chaperon mod, EPAC1 antagonist
# COC(=O)c1sccc1-n1cccc1C(=O)NCc1ccccc1 as listed: 12.6%, 6.7, -28.9%, 0.0%, 5.2%, -1.0%, -1.3, -7.5%
# CCCNC(=O)N1CCN(C(c2ccccc2)c2ccccc2)CC1 as listed: -12.0%, 7.7, -3.7%, 0.6%, 5.9%, 5.5%, -0.5, -14.6%
# COC(=O)c1ccc(C(=O)OC)c(NC(=O)CSc2cccc[n+]2[O-])c1 as listed: 2.7%, ?, 23.8µM*, 0.5%, 9.9%, -11.0%, 1.0, -2.0%

# More structures
25: COc1ccc(C(=O)C(C)Oc2cccc(NC(=O)c3cccc([N+](=O)[O-])c3)c2)cc1 (stereo not drawn)
26: Cn1c2ccccc2c2nnc(SCC(=O)Nc3cccc(C(=O)O)c3)nc21
27: CC(C)(C)OC(=O)C[C@@H]1C/C=C\C[C@@H](CC(=O)N[C@@H](CO)Cc2ccccc2)C(=O)NCCOC1=O
28: CCCCNC(=O)C(C#N)c1nc2ccccc2nc1N1CCN(c2ccccc2F)CC1 (stereo not drawn)
29: Cc1cnc(C(=O)OCC(=O)NC2CCCCCCC2)cn1
30: CCN(Cc1ccccc1)C(=O)CCNS(=O)(=O)c1cc(Br)cnc1N
31: Cc1ccc2[nH]c(C)c(CC(=O)NCc3ccccc3)c2c1
32: CC(NCc1cc(Br)ccc1OCC(N)=O)C12CC3CC(CC(C3)C1)C2 (stereo not drawn)
compound no.	25	26	27	28	29	30	31	32
EPAC2 antagonist	-4.2%	12.5%	5.7%	16.5%	3.4%	-9.1%	-5.7%	8.9%
PI5P4Ka inh	7.1	-6.8	13.1	-0.2	-0.4	2.3	-5.5	-3.4
PLK1 PBD inh	-20.1%	-5.8%	-7.9%	-8.9%	-11.1%	-14.1%	-17.3%	3.0%
Mm-Cpn inhibitor	1.1%	0.8%	0.9%	0.9%	1.6%	1.0%	0.1%	0.0%
WRN inhibitor	9.1%	-13.1%	-3.5%	14.3%	-1.0%	-7.4%	9.2%	4.2%
EPAC1 ag	15.8%	-11.9%	-6.3%	-2.2%	-1.4%	1.3%	-2.5%	0.6%
CCT chaperon mod	0.0	-0.2	-1.0	-2.6	-1.9	-0.2	-3.8	-5.1
EPAC1 antagonist	-4.5%	11.7%	-4.1%	6.1%	-4.4%	-7.8%	-5.7%	-4.0%

33: CC(CN1CCC(n2nccc2NC(=O)C2CCCC2)CC1)c1ccccc1 (stereo not drawn)
34: CCCCCOc1ccc(N2C(=O)CC(N(O)c3ccccc3)C2=O)cc1 (stereo not drawn)
35: CN(C)C(=O)CN1C(=O)C2CC=C(Cl)CC2C1=O (stereo not drawn)
36: O=C(NCCc1ccccc1)C1CCC(CNc2c(N3CCCCC3)c(=O)c2=O)CC1 (stereo not drawn)
37: Cc1ccc(C(C)n2cc(C(=O)NCc3cccnc3)nn2)cc1 (stereo not drawn)
38: O=C1NC[C@H](Cc2ccccc2)N(CC2CCN(CC3CCCC3)CC2)C1=O
39: Cc1ccc(S(=O)(=O)N(CC(=O)NCc2ccccc2Cl)C(=O)N2CCN(C)CC2)cc1
40: COc1cccc(-n2c(=O)c3ccccc3n(CC(=O)NCC3CCCO3)c2=O)c1 (stereo not drawn)
compound no.	33	34	35	36	37	38	39	40
EPAC2 antagonist	3.5%	-6.2%	-5.2%	-2.1%	-0.6%	-0.6%	5.3%	4.8%
PI5P4Ka inh	0.6	.	-9.1	-0.7	3.5	5.6	10.1	8.3
PLK1 PBD inh	-3.3%	-3.7%	-2.9%	6.3%	1.0%	-2.7%	0.5%	1.9%
Mm-Cpn inhibitor	1.5%	2.3%	-10.4%	-2.0%	-2.2%	.	-2.9%	-1.1%
WRN inhibitor	-12.4%	-7.7%	-0.7%	-0.1%	-11.7%[57.1 µM]	3.5%[11.6 µM]	-3.7%	0.0%
EPAC1 ag	8.4%	-7.6%	4.2%	-3.4%	5.9%	6.3%	-3.9%	2.8%
CCT chaperon mod	-1.5	0.5	-1.3	0.7	-1.1	-0.5	3.1	-1.4
EPAC1 antagonist	8.2%	-1.3%	-4.9%	-16.4%	-1.7%	-14.2%	11.0%	-19.4%

41: Cc1coc(=N)n1CC(=O)c1ccc(Cl)cc1
42: Cc1cc(C)cc(NC(=O)CSc2nnc(-c3ccccc3Br)o2)c1
43: COc1ccc(OCCCC(=O)OCC(=O)N2CCN(S(=O)(=O)c3ccc(C)cc3C)CC2)cc1
44: Oc1cccc2cnccc12
45: O=C(CN1CCN(c2ccc(F)cc2)CC1)c1ccc2c(c1)OCO2
46: CCN(CC)C(=O)C1=C(C)N(Cc2ccccc2)C(=O)C(CC(=O)NC2CC2)C1 (stereo not drawn)
47: O=C(NCCO)C(c1ccccc1)c1ccccc1
compound no.	41	42	43	44	45	46	47
EPAC2 antagonist	0.2%	-0.7%	-16.9%	-1.3%	13.0%	-1.5%	2.6%
PI5P4Ka inh	-11.7	.	7.2	2.1	-5.0	-8.7	.
PLK1 PBD inh	?	-6.3%	-4.8%	-3.9%	-8.0%	-28.1%	-4.6%
Mm-Cpn inhibitor	-3.8%	1.0%	.	-2.6%	-0.1%	.	0.2%
WRN inhibitor	-32.3%	-11.2%	-10.1%	-2.7%	-3.9%	-1.0%	0.5%
EPAC1 ag	6.7%	24.2%	10.2%	9.7%	0.1%	-10.2%	-4.1%
CCT chaperon mod	-2.4	-0.6	2.5	-0.9	-0.7	-3.5	-3.7
EPAC1 antagonist	3.5%	-11.6%	-17.7%	1.5%	-18.7%	-3.6%	7.6%
